COUP-TFII inh = blocks human COUP-TFII nuclear receptor. P24468. HEK293T NGFI-A luciferase reporter, luminescence. inhibition, % at 8.6 µM. actives 0.7% (n = 370,000). AID 686940;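 active = inhibition above a per-plate cutoff, mean inhibition of test wells between control levels plus 3 SD, cut at about 38% in these data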;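 also: cells cotransfected with COUP-TFII expression vector driving the NGFI-A reporter; 0% = median of COUP-TF2 test wells and 100% = reporter-only cells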
Target sequence (P24468 whole entry, looked up): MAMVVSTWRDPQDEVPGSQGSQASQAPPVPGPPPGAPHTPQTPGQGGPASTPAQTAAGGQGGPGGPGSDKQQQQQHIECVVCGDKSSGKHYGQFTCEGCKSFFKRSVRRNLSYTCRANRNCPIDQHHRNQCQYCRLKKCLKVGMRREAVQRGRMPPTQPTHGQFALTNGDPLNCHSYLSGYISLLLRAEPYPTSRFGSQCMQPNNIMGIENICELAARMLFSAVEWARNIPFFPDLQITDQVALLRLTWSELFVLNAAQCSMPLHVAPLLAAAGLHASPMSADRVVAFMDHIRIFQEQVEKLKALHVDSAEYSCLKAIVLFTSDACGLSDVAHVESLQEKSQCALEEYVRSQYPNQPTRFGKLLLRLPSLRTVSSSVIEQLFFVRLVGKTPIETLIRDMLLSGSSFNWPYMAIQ
EBV LMP1 NFkB = Epstein-Barr LMP1 NF-kappaB reporter inhibition. LMP1-induced NF-kappaB luciferase reporter cells, luminescence. inhibition, % at 12.5 µM. actives 0.69% (n = 350,000). AID 504558; in the data active = inhibition above about 41%;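 also: 0% = neutral control wells and 100% = reference inhibitor control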
LRH-1 inv ag = NR5A2 inverse agonism in reporter assay; HEK293T StAR-luciferase reporter, LRH-1 transfected, 24 h; inhibition, % at 3.6 µM; actives 0.13% (n = 360,000); AID 602396;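 active = inhibition above the mean inhibition of all tested compounds plus 3 SD, cut at about 73% in these data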;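 also: 0% = DMSO wells and 100% = reporter-only cells lacking LRH-1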
Target sequence (O00482 whole entry, looked up): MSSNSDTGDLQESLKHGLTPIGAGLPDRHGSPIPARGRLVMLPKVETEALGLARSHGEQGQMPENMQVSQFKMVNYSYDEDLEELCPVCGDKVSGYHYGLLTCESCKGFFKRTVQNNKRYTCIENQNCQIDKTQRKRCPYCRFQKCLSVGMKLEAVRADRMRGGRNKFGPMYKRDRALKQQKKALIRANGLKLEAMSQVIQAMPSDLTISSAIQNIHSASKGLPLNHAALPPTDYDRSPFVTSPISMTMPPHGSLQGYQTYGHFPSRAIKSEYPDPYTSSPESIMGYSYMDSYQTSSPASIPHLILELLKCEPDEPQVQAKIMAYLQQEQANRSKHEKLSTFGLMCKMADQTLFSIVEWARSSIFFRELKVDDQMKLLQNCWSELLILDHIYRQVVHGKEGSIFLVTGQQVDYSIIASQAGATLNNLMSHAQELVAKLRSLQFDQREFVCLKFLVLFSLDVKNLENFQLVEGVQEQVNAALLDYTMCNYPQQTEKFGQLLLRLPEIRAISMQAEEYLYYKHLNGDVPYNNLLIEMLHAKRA
TWEAK Fn14 block = TWEAK-Fn14 signaling inhibition; actives 2% (n = 360,000); TWEAK-stimulated Fn14 reporter cells, luciferase luminescence, 8 h; inhibition, % at 10 µM; in the data active = inhibition above about 50%
CF NFkB inh = inhibitors of cystic fibrosis induced NF-kB | inhibition, % at 5 µM | actives 0.86% (n = 360,000) | KKLEB NF-kB-GFP reporter, PAF-induced, GFP fluorescence overnight;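 active = at least 50% inhibition at 5 µM, scaled per plate between neutral and stimulator controls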;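 also: PAF is a Pseudomonas aeruginosa culture filtrate used as stimulus; plate controls were PAF-stimulated DMSO wells for no effect and unstimulated DMSO wells for full effect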
NCOA1 inh = human NCOA1 inhibition. Q15788. HEK293 GAL4-SRC1 luciferase reporter, luminescence. inhibition, % at 3.6 µM. actives 0.12% (n = 360,000). AID 588354;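 active = inhibition above the campaign mean plus 3 SD, with each screening campaign given its own cutoff, cut at about 60% in these data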;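 also: 0% = DMSO treated cells and 100% = gossypol at 36 µM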
KKLEB cytotox = counter-screen for CF NF-kB inhibitors: cytotoxicity. KKLEB CF airway cells viability, ATPlite luminescence, overnight; stronger effect = lower value; cells stimulated with P. aeruginosa culture filtrate. activity change (cytotoxicity), % at 5 µM. actives 0.36% (n = 360,000). AID 602141;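 active = corrected activity change at or below -50% at 5 µM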
TRAIL sens C8 = caspase-8 TRAIL sensitization. NB7+C8 cells + TRAIL, ATPlite viability luminescence. inhibition (viability loss, TRAIL sensitization), % at 10 µM. actives 1% (n = 360,000). AID 624354;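 active = compounds causing at least 50% loss of cell viability in the single-dose screen, relative to plate controls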
SRC3 inh = inhibitors of human steroid receptor coactivator 3 (SRC3). actives 0.17% (n = 360,000). AID 588352. HEK293 GAL4-SRC3 luciferase reporter, luminescence. Q9Y6Q9. inhibition, % at 3.6 µM;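 active = inhibition above a per-campaign cutoff, the mean of all compounds plus 3 SD, cut at about 60% in these data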;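 also: 0% = DMSO-treated cells and 100% = gossypol-treated cells at 36 µM; higher means less SRC3-driven luciferase light from the GAL4 reporter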
NCOA2 inhibitor = inhibits human steroid receptor coactivator 2. HEK293 GAL4-SRC2 luciferase reporter, luminescence. inhibition, % at 9 µM. actives 0.17% (n = 370,000). AID 651957;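 active = inhibition above the mean inhibition of all tested compounds plus 3 SD, set per campaign, cut at about 52% in these data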;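 also: 0% = DMSO treated cells and 100% = cells given Gossypol at 36 µM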
TROY NFkB inh = blocks TROY-dependent signaling in reporter cells. actives 0.98% (n = 360,000). Q293 LMP1-TROYcd NF-kB luciferase reporter, 4 h. inhibition, % at 10 µM;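 active = compounds whose plate-normalised and pattern-corrected inhibition of the luciferase reporter signal at the single screening dose is 50% or more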
Numbers without * were called inactive; . = not tested or not shown.

1	COc1ccc(CC(=O)NCC(=O)Nc2ccccc2Br)cc1
2	Nc1c(C(=O)Nc2cccc(Cl)c2Cl)sc2nc(-c3cccnc3)ccc12
3	CC(=O)C(Sc1nnnn1-c1ccccc1)C(C)=O
4	COc1ccccc1C1C(C#N)=C(N)Oc2cc(C)n(CCCn3ccnc3)c(=O)c21 (stereo not drawn)
5	O=C(Nc1cc(S(=O)(=O)N2CCOCC2)ccc1N1CCOCC1)c1ccc(S(=O)(=O)N2CCCCC2)cc1
6	COC(=O)c1cc2nc(-c3ccc(OC)cc3)cc(C(F)(F)F)n2n1
7	c1cc(-c2nsc(-c3ccncc3)n2)ccn1
8	Cc1ccc(NC(=O)C2CCC(=O)N2C(=O)OCc2ccccc2)cc1 (stereo not drawn)
9	CC(=O)Nc1ccc(S(=O)(=O)N(C)CC(=O)OCC(=O)N2CCc3ccccc32)cc1
10	Cc1noc(C)c1C(=O)OCC(=O)Nc1cccc(S(N)(=O)=O)c1

Assay by compound	1	2	3	4	5	6	7	8	9	10
COUP-TFII inh	19	-14	-9	18	4	-7	5	13	-10	24
EBV LMP1 NFkB	-1	-15	3	2	1	3	-5	-5	0	5
LRH-1 inv ag	23	0	0	13	-5	3	-1	13	-6	19
TWEAK Fn14 block	38	19	20	-20	0	3	11	31	-14	3
CF NFkB inh	0	-11	0	0	4	-8	14	-2	-8	-5
NCOA1 inh	-3	2	10	-5	-1	0	-5	6	7	1
KKLEB cytotox	10	-12	-10	-4	-2	2	-12	5	5	1
TRAIL sens C8	-8	7	5	2	-2	-15	-16	3	-6	4
SRC3 inh	-15	7	20	7	5	5	10	-31	11	10
NCOA2 inhibitor	11	-35	3	0	-34	2	-32	0	5	1
TROY NFkB inh	-13	9	-5	14	0	0	-10	-15	-5	10

Taken from above.
COUP-TFII inh with CC(=O)C(Sc1nnnn1-c1ccccc1)C(C)=O reads -9
TROY NFkB inh with COc1ccc(CC(=O)NCC(=O)Nc2ccccc2Br)cc1 reads -13
SRC3 inh with Cc1noc(C)c1C(=O)OCC(=O)Nc1cccc(S(N)(=O)=O)c1 reads 10
LRH-1 inv ag with COc1ccccc1C1C(C#N)=C(N)Oc2cc(C)n(CCCn3ccnc3)c(=O)c21 (stereo not drawn) reads 13
COUP-TFII inh with c1cc(-c2nsc(-c3ccncc3)n2)ccn1 reads 5

Further results:
11	COc1cccc(-c2cc(C(=O)Nc3cnn(Cc4ccc(F)cc4)c3)no2)c1
12	COc1ccc(S(=O)(=O)N2CCCC2C(=O)Nc2nc3c(s2)CCCC3)cc1 (stereo not drawn)
13	COc1ccc(Br)cc1CNC(=O)Cc1c(C(=O)O)[nH]c2ccc(Cl)cc12
14	COc1ccccc1-n1cnc2cc(NC(=O)c3ccco3)ccc21
15	CCOc1ccccc1CNC(=O)C1Cc2cc(S(=O)(=O)N3CCCCC3)ccc2N1C(C)=O (stereo not drawn)
16	CC(C)(C)C(=O)NNC(=O)c1cc(C(C)(C)C)nn1Cc1ccccc1
17	COCCN(C(=O)c1cc2c(s1)CCCCC2)c1c(N)n(CC(C)C)c(=O)[nH]c1=O
18	COc1cc(C(=O)OCCc2c(C)nc3nc[nH]n3c2=O)cc(OC)c1OC
19	Cc1ccc(-c2nnn(CC(=O)N(c3ccc(F)cc3)C(C(=O)NC3CCCC3)c3ccco3)n2)o1 (stereo not drawn)
20	O=C(COC(=O)CCSc1ccccc1Cl)Nc1ccc(F)cc1F

Assay by compound	11	12	13	14	15	16	17	18	19	20
COUP-TFII inh	-10	-5	0	-30	12	17	-12	-5	.	-9
EBV LMP1 NFkB	4	1	-8	4	-3	-3	-4	7	-29	-4
LRH-1 inv ag	10	12	12	-36	29	7	-42	11	-4	-3
TWEAK Fn14 block	-2	23	14	-12	4	6	20	2	-2	-5
CF NFkB inh	-6	7	17	2	-3	18	15	-3	-5	4
NCOA1 inh	0	4	-1	-32	-7	4	-12	-7	0	9
KKLEB cytotox	7	0	-12	1	-4	-13	-14	12	-15	-2
TRAIL sens C8	8	3	3	-5	1	-9	9	-1	12	0
SRC3 inh	16	0	9	-16	7	9	-28	-10	12	3
NCOA2 inhibitor	-7	19	-26	-74	-1	17	2	-13	.	-13
TROY NFkB inh	-6	2	16	-33	0	0	-6	-5	4	16

21	C=CCNCCOc1ccc(C)cc1[N+](=O)[O-]
22	CCOC(=O)c1ccc(Nc2nc(N3CCOCC3)nc(N3CCOCC3)n2)cc1
23	CCCN(C(=O)CSc1nc2cc(S(=O)(=O)N(CC)CC)ccc2o1)C1CCS(=O)(=O)C1 (stereo not drawn)
24	C=CCc1c(C)c(C#N)c2nc3ccccc3n2c1NCCN(C)C
25	COc1ccc(Cn2nnnc2C(c2ccc(F)cc2)N2CCN(C3CCCC3)CC2)cc1 (stereo not drawn)
26	O=C(NCCc1ccc(F)cc1)c1cc(=O)c2ccccc2o1
27	COc1cc(NC(=O)c2ccc(C)cc2)ccc1NC(=O)c1cc2ccccc2o1
28	Cc1cc2c(=O)n(C)c(SCC(=O)c3cc4ccccc4o3)nc2s1
29	O=C(NCc1ccc2c(c1)OCO2)c1ccc(CS(=O)(=O)c2ccc(Br)cc2)o1
30	C=CCNC(=O)c1ccc(C(=O)c2ccccc2)cc1

Assay by compound	21	22	23	24	25	26	27	28	29	30
COUP-TFII inh	-12	13	-6	-12	6	1	-1	19	0	-25
EBV LMP1 NFkB	-12	2	1	-4	-5	0	-23	2	6	-1
LRH-1 inv ag	0	8	1	9	5	-15	-5	-4	28	-31
TWEAK Fn14 block	16	-16	12	-45	6	-6	-41	-14	12	-22
CF NFkB inh	7	2	5	-17	-5	-8	5	-6	-7	7
NCOA1 inh	18	1	10	-22	16	-12	20	14	-7	-6
KKLEB cytotox	9	-12	3	-6	-4	1	-4	0	6	-8
TRAIL sens C8	-3	-6	9	41	10	-2	3	-10	4	9
SRC3 inh	-9	1	0	17	10	-4	8	9	14	-8
NCOA2 inhibitor	23	-3	1	-24	-5	-24	-22	12	26	-35
TROY NFkB inh	12	-12	-4	-7	11	-12	0	27	5	-28

Full records, quoted from the list:
C=CCNC(=O)c1ccc(C(=O)c2ccccc2)cc1 in the list: COUP-TFII inh = -25; EBV LMP1 NFkB = -1; LRH-1 inv ag = -31; TWEAK Fn14 block = -22; CF NFkB inh = 7; NCOA1 inh = -6; KKLEB cytotox = -8; TRAIL sens C8 = 9; SRC3 inh = -8; NCOA2 inhibitor = -35; TROY NFkB inh = -28
CCOC(=O)c1ccc(Nc2nc(N3CCOCC3)nc(N3CCOCC3)n2)cc1 in the list: COUP-TFII inh = 13; EBV LMP1 NFkB = 2; LRH-1 inv ag = 8; TWEAK Fn14 block = -16; CF NFkB inh = 2; NCOA1 inh = 1; KKLEB cytotox = -12; TRAIL sens C8 = -6; SRC3 inh = 1; NCOA2 inhibitor = -3; TROY NFkB inh = -12

Continued:
31	Cc1ccc(C)c(N2CCN(C(=O)CCc3nc4ccccc4[nH]3)CC2)c1
32	CCO/N=C/C(=O)Nc1ccc(F)cc1F
33	CCCCNC(=O)c1onc(CSc2cccc(Cl)c2)c1C(=O)O
34	COc1ccc(C(CNC(=O)c2cccc(NS(=O)(=O)c3ccc(C)c(F)c3)c2)N(C)C)cc1 (stereo not drawn)
35	O=C(Nc1ccc2c(c1)OCCO2)c1ccc(NC(=O)C2CCCO2)cc1 (stereo not drawn)
36	O=C(CCNc1n[nH]c(=O)[nH]c1=O)N/N=C\c1ccc(Br)cc1
37	C/C(=N\NC(=O)c1cccc(N2CCCC2=O)c1)c1ccc(N)cc1
38	Cc1nnc(SCC(=O)Nc2cccc(S(=O)(=O)N3CCCCC3)c2)s1
39	COC(=O)c1cc(=O)nc2scc(C)n12
40	Cc1nn(-c2ccc(C(=O)OC(C)C)cc2)c(C)c1[N+](=O)[O-]

Assay by compound	31	32	33	34	35	36	37	38	39	40
COUP-TFII inh	11	5	-5	-10	1	9	17	8	1	-19
EBV LMP1 NFkB	-10	1	0	1	17	-4	-6	0	-3	-6
LRH-1 inv ag	-6	5	-8	1	-32	8	-21	7	-2	-27
TWEAK Fn14 block	10	-9	-4	9	19	12	-11	6	9	-36
CF NFkB inh	-12	2	-7	-3	14	-18	-16	9	2	8
NCOA1 inh	7	-1	2	-9	-23	1	-17	-6	-7	-14
KKLEB cytotox	14	14	10	1	-6	8	7	-6	-10	-4
TRAIL sens C8	14	-2	4	-4	14	5	3	-11	-15	-9
SRC3 inh	-3	11	3	12	-13	6	-2	16	-4	-23
NCOA2 inhibitor	1	-6	4	-4	-32	-2	-26	30	-1	-17
TROY NFkB inh	-13	-21	-6	5	-22	4	-1	5	20	-13

41	CCOc1ccc2nc(N3CCCCCC3)sc2c1
42	O=C(Nc1cc(S(=O)(=O)N2CCOCC2)ccc1N1CCCCC1)c1ccc(Cl)cc1
43	CN(CC(=O)Nc1ccc(F)c(F)c1F)C(=O)CN1C(=O)NC2(CCCC2)C1=O
44	CCCCCn1c(Sc2ccccc2)nc2c1c(=O)[nH]c(=O)n2C
45	Nc1nc(CN2CCCCCC2)nc(Nc2ccccc2)n1
46	COc1ccc(/C=N/NC(=O)CCC(=O)Nc2ccc(F)cc2)c(OC)c1
47	O=C1c2ccccc2C(=O)N1CC(=O)N1c2ccccc2CCc2ccccc21
48	CN(Cc1cn(C)nc1-c1ccccc1F)CC1CCN(Cc2ccccc2)CC1
49	CCCS(=O)(=O)NC(=O)C1(C)CCN(C(=O)Cc2ccc(OC)cc2)C1 (stereo not drawn)
50	O=C(/C=C/c1ccc(Cl)cc1Cl)c1nc2ccccc2[nH]1
51	O=C(N/N=C/c1cccnc1)c1cccc(N2CCCC2=O)c1
52	COc1ccccc1OCCn1c(=O)sc2ccccc21
53	COc1ccccc1N(CC(=O)NC1CCCC1)C(=O)c1oc(C(C)(C)C)cc1C

Assay by compound	41	42	43	44	45	46	47	48	49	50	51	52	53
COUP-TFII inh	.	0	2	-14	-9	-4	-13	-13	1	5	-16	-6	6
EBV LMP1 NFkB	-25	-13	-3	11	-3	-24	6	-11	.	5	-4	-4	7
LRH-1 inv ag	-100	1	-7	-14	14	-12	10	0	-3	12	-70	-24	6
TWEAK Fn14 block	-3	-8	7	3	1	11	7	-7	2	-18	-24	-1	-17
CF NFkB inh	13	18	3	12	4	5	14	0	4	3	-3	2	5
NCOA1 inh	-72	-40	5	-7	3	-13	-14	-10	-68	-9	-35	-35	9
KKLEB cytotox	8	-23	13	2	0	-1	-1	-16	6	-12	-4	-8	3
TRAIL sens C8	10	-3	2	11	-7	0	9	23	19	37	24	0	2
SRC3 inh	-95	-6	8	-11	3	2	5	11	-22	8	-28	5	13
NCOA2 inhibitor	.	7	10	-22	-1	-7	-30	16	-21	15	-33	4	-3
TROY NFkB inh	-23	-14	10	9	-2	23	-9	7	11	-22	-50	-1	2
